ERAP1 inh: human ERAP1 aminopeptidase inhibitors, primary screen, biochemical, single point, plate reader. Endoplasmic reticulum aminopeptidase 1 (Homo sapiens), Q9NZ08. recombinant ERAP1, Leu-AMC fluorescence, 60 min. inhibition, % at 10.7 µM. 340,000 compounds, 0.15% hits. AID 652197, 2013;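 active = mean replicate inhibition of at least 30%, or all replicates individually reaching that 30% level; inactive = mean below 30% and not every replicate reaching it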;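 also: 0% = neutral control wells and 100% = L-leucinethiol positive control wells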
Target sequence (Q9NZ08 whole entry, looked up): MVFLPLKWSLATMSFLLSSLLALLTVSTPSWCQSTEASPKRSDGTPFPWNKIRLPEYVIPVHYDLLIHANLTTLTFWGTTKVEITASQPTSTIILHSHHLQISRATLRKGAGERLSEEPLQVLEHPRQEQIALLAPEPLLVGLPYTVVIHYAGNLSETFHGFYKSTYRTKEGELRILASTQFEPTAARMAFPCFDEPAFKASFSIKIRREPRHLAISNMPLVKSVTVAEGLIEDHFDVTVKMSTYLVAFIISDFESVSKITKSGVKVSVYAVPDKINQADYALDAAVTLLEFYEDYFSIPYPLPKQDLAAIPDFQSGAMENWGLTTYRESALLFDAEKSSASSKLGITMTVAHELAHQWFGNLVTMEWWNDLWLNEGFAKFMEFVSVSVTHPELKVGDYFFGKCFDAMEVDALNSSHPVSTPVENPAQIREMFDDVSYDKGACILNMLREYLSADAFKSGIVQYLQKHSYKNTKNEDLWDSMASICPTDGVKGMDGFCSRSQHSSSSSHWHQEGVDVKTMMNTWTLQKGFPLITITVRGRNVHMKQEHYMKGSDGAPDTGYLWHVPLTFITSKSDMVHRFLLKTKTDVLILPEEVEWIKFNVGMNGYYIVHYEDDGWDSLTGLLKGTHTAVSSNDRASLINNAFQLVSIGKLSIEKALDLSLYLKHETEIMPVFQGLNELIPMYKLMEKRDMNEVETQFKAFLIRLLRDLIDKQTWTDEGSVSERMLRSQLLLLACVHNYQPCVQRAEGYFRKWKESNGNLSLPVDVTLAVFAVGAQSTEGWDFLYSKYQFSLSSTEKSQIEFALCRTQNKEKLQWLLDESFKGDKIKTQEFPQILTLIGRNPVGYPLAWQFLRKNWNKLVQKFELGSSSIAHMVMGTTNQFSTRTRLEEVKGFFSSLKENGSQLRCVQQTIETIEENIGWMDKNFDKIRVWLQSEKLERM
FN deposit inh: inhibitors of fibronectin matrix deposition, primary screen, AH1F cells, Alexa488-fibronectin fluorescence, plate reader | AID 743247, 2014 | 350,000 compounds, 0.086% hits | AH1F fibroblasts, overnight | inhibition, % at 12.6 µM;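 active = mean inhibition across replicates of 30% or more, regardless of how many single replicates reach that level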;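 also: positive control wells lacked labelled fibronectin entirely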
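Test system: AH1F fibroblast monolayer depositing Alexa488-labelled fibronectin into matrix. Input: 10000 cells per well. Technique: fluorescence, ex 485 nm, em 525 nm. Buffer or medium: DMEM plus 2% serum, read in PBS. Timing: 1 h cell adhesion before compound, then overnight fibronectin incubation. Compound: single dose, pinned. Read-out basis: inhibition from reduced deposited-fibronectin fluorescence.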
S100A4 MyoIIA: inhibitors of S100A4-myosin IIA peptide binding, primary screen, biochemical, fluorescence polarization, TAMRA-MyoIIA peptide | Protein S100-A4 (Homo sapiens), P26447 | inhibition, % at 10.7 µM | 360,000 compounds, 0.14% hits | AID 652163, 2013;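 active = mean inhibition of at least 70% across replicates, with every replicate also reaching that level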
Target sequence (P26447 whole entry, looked up): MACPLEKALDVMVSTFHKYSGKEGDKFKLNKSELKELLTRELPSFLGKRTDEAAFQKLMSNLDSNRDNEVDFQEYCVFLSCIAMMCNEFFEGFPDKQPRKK
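Material: S100A4 monomer protein / Buffer or medium: 50 mM HEPES pH 7.2, 10 mM CaCl2, 100 mM KCl / Times: 5 min incubation before reading / Benchmarks: neutral control DMSO, positive control TFP / Reagent: labelled myosin peptide probe, 5 nM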
LGR2 inh: inhibitors of bursicon-induced LGR2 CRE-luciferase signal, primary screen, cell-based, HEK293, CRE-luciferase reporter, bursicon stimulation | 380,000 compounds, 0.35% hits | bursicon-stimulated, 4 h | inhibition, % at 9.99 µM;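 active = drop in luminescence signal, shown as inhibition above about 50% in the replicate tests, limit read from the data, passing the limit was not always enough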;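 also: agonist challenge used bursicon conditioned medium at about half maximal strength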
EWS-Fli inh: EWS/Fli-driven NR0B1 reporter inhibitors, primary screen, A673 cells, NR0B1 luciferase, luminescence, MLPCN library; viability-normalised; inhibition, % at 12.6 µM; 350,000 compounds, 0.67% hits; AID 651661, 2012;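 active = mean inhibition of at least 50% after viability correction, with every replicate also passing that limit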;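 also: firefly luciferase signal divided by Alamar Blue viability fluorescence both relative to DMSO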
PGC1a acetyl inh: inhibitors of PGC1a acetylation signal, primary screen, cell-based, U2OS, AlphaScreen, inhibitor mode. 350,000 compounds, 0.17% hits. AlphaScreen anti-acetyl-lysine; with virally co-expressed GCN5 acetyltransferase. inhibition, % at 15.6 µM;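 active = every replicate shows inhibition of at least 40%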;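 also: 0% = neutral control wells and 100% = positive control wells; some results beyond the cut were filed as inactive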
PAX8 reporter: inhibitors of PAX8-driven TPO luciferase reporter, primary screen, RMG-I cells, single concentration; SteadyGlo, 24 h; inhibition, % at 12.6 µM; 360,000 compounds, 1.2% hits; AID 652154, 2013;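 active = mean replicate inhibition at least 60% with every replicate also reaching 60%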;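 also: luciferase light reporting Pax8 driven TPO promoter activity; plate controls were median of neutral control wells for no effect and mitoxantrone controls for full effect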
PglD inh: C. jejuni PglD acetyltransferase inhibitors, primary screen, biochemical, DTNB colorimetric, single point. UDP-N-acetylbacillosamine N-acetyltransferase PglD (Campylobacter jejuni). inhibition, % at 12.5 µM. 360,000 compounds, 0.098% hits. AID 602405, 2012. purified PglD enzyme, DTNB colorimetric CoA detection; in the data active = inhibition above about 16%, passing the limit was not always enough; also: strong numbers were not always called active
Active calls of the source: *; · = no result given.

(1) O=C1C=C(c2c(O)ccc3ccccc23)c2ccccc2C1=O
(2) Fc1cc(F)c(C2SCCN2C(=S)Nc2cccc(C(F)(F)F)c2)c(F)c1 (centres undefined)
(3) COc1ccc(N2CCN(C(=O)NCc3ccc(OC)c(Cl)c3)CC2)cc1
(4) Cc1ccc(-n2c(C(C)C)nc3oc4ccccc4c(=O)c3c2=O)cc1
(5) CN(C)c1ccc(C2CC(=O)OC3=C2C(=O)CC(C)(C)C3)cc1 (centres undefined)
(6) CCN(CC)CCN(C(=O)c1ccc(C(=O)c2ccccc2)cc1)c1nc2c(OC)cccc2s1
(7) CC(C)NC(=O)Nc1ccc2c(c1)C(=O)N([C@H](C)CO)C[C@H](C)[C@@H](CN(C)S(=O)(=O)c1cccs1)OCCCC[C@@H](C)O2
(8) Cc1cc(C(=O)Nc2ccc3c(c2)C(=O)N(C)[C@@H]2CC[C@@H](CC(=O)N[C@H](C)c4ccccc4)O[C@H]2CO3)no1
assay / compound	1	2	3	4	5	6	7	8
ERAP1 inh	4	1	0	2	3	-1	10	-4
FN deposit inh	16	-4	9	5	22	·	5	-13
S100A4 MyoIIA	-7	3	5	-2	-1	5	-1	-2
LGR2 inh	95*	1	6	-76	10	-4	0	-12
EWS-Fli inh	57*	8	-2	-94	-1	·	3	4
PGC1a acetyl inh	54*	-18	-32	·	·	5	2	-5
PAX8 reporter	83*	-12	5	-54	21	7	-28	0
PglD inh	·	-12	·	·	·	5	-2	0

(9) Cc1ccc(-n2nc(C)c(NC(=O)CCl)c2C)cc1
(10) CS(=O)(=O)Nc1ccc(S(=O)(=O)N2CCCCCC2)cc1
(11) C[C@@H]1CN([C@H](C)CO)C(=O)c2cc(C#CCc3ccccc3)cnc2O[C@@H]1CN(C)C(=O)C1CCOCC1
(12) Cc1ccc(S(=O)(=O)N2CCCN(C)c3nc4ccccc4nc32)cc1
(13) C[C@@H]1CCCCO[C@H](CN(C)C(=O)Nc2ccc(F)cc2)[C@H](C)CN([C@H](C)CO)C(=O)c2cc(NC(=O)Nc3ccc(F)cc3)ccc2O1
(14) O=C(c1ccc(CS(=O)(=O)c2ccc(Br)cc2)o1)N1CCN(C2CCCCC2)CC1
(15) Cc1ccc(S(=O)(=O)N2CCC(C(=O)NCCCN3CCOCC3)CC2)cc1C
(16) Cc1cccc(OCCCn2c(=O)oc3ccccc32)c1
assay / compound	9	10	11	12	13	14	15	16
ERAP1 inh	·	-2	2	-2	2	·	-4	-1
FN deposit inh	7	2	·	-10	-1	-3	-4	-1
S100A4 MyoIIA	·	-4	-1	-13	-7	-2	0	3
LGR2 inh	4	1	2	-7	6	1	13	-63
EWS-Fli inh	·	-1	-2	10	6	-8	-5	-53
PGC1a acetyl inh	16	0	-7	·	1	-1	·	-6
PAX8 reporter	6	-2	-24	10	-22	-7	-12	-52
PglD inh	-3	-2	-1	6	-3	10	-3	0

(17) Cn1c(=O)c2cc(NC(=O)NCCc3ccccc3)ccc2n1Cc1ccc(F)cc1
(18) Cc1cc(Br)ccc1NC(=O)CNC(=O)c1cnn(C)c1
(19) C[C@@H]1CN([C@@H](C)CO)C(=O)c2ccccc2-c2ccccc2CO[C@@H]1CN(C)C(=O)[C@@H]1CCCN1C
(20) CCCCCNC(=O)C(c1ccc(OC)cc1)n1c(=O)c(-c2ccco2)nc2ccccc21 (centres undefined)
(21) CC(C)[C@@H]1NC(=O)c2cc([N+](=O)[O-])cc(I)c2NCCC[C@@H](C(N)=O)NC(=O)[C@H](CO)NC1=O
(22) Cn1c(N)c(C(=O)COC(=O)CCCN2C(=O)c3ccccc3C2=O)c(=O)n(C)c1=O
(23) Cc1ccc2nc(NC(=O)c3ccc(NS(=O)(=O)c4cccs4)cc3)sc2c1
(24) Cc1ccc(N(Cc2cc3ccc(C)cc3[nH]c2=O)S(C)(=O)=O)c(C)c1
assay / compound	17	18	19	20	21	22	23	24
ERAP1 inh	-3	4	-1	4	·	1	0	0
FN deposit inh	5	-2	-2	-8	8	-12	-19	-4
S100A4 MyoIIA	0	-2	-3	-9	-2	0	0	-3
LGR2 inh	-6	-14	-10	11	13	·	-24	-13
EWS-Fli inh	-5	2	-5	-30	5	3	-12	12
PGC1a acetyl inh	0	3	11	·	·	0	·	-3
PAX8 reporter	7	4	11	-5	5	-16	-16	5
PglD inh	2	-1	2	·	·	-5	·	-4

(25) CC1(C)Oc2ccccc2OC1(O)c1ccc2ccccc2n1 (centres undefined)
(26) O=C1OC(=O)c2c(Br)c(Br)c(Br)c(Br)c21
(27) C[C@@H]1CN([C@H](C)CO)C(=O)c2cccc(NS(C)(=O)=O)c2O[C@H]1CN(C)Cc1ccc(C(F)(F)F)cc1
(28) COc1cc2cc(C(=O)N3CCN(Cc4ccc5c(c4)OCO5)CC3)[nH]c2cc1OC
(29) COc1ccc(CNC(=O)CCc2ccc(S(=O)(=O)N3CCCCCC3)cc2)cc1OC
(30) CC(C)[C@H](NC(=O)C1CCCC1)C(=O)N1CCC[C@H]1C(=O)NCCc1ccccc1Cl
(31) CN1C(=O)c2cc(NC(=O)Cc3cccs3)ccc2OC[C@@H]2O[C@H](CC(=O)N[C@H]3CCN(Cc4ccccc4)C3)CC[C@H]21
(32) Cc1ccc2oc(=O)c3cc(C(=O)N4CCN(C)CC4)sc3c2c1
assay / compound	25	26	27	28	29	30	31	32
ERAP1 inh	·	-3	-1	-5	-5	-1	-1	-2
FN deposit inh	-11	·	·	-8	0	1	6	-4
S100A4 MyoIIA	·	9	-8	-1	0	3	8	21
LGR2 inh	-19	13	-22	12	2	7	-6	8
EWS-Fli inh	·	-1	-9	·	23	0	5	8
PGC1a acetyl inh	-28	-2	3	10	-4	·	·	16
PAX8 reporter	-21	·	-20	-1	10	-9	29	9
PglD inh	4	1	6	0	4	·	1	-5

Reformatted: four of the compounds above
Every second line gives: ERAP1 inh, FN deposit inh, S100A4 MyoIIA, LGR2 inh, EWS-Fli inh, PGC1a acetyl inh, PAX8 reporter, PglD inh
4: Cc1ccc(-n2c(C(C)C)nc3oc4ccccc4c(=O)c3c2=O)cc1
    2, 5, -2, -76, -94, ·, -54, ·
5: CN(C)c1ccc(C2CC(=O)OC3=C2C(=O)CC(C)(C)C3)cc1 (centres undefined)
    3, 22, -1, 10, -1, ·, 21, ·
6: CCN(CC)CCN(C(=O)c1ccc(C(=O)c2ccccc2)cc1)c1nc2c(OC)cccc2s1
    -1, ·, 5, -4, ·, 5, 7, 5
7: CC(C)NC(=O)Nc1ccc2c(c1)C(=O)N([C@H](C)CO)C[C@H](C)[C@@H](CN(C)S(=O)(=O)c1cccs1)OCCCC[C@@H](C)O2
    10, 5, -1, 0, 3, 2, -28, -2

The listing continues.
(33) C[C@@H]1CCCCO[C@H](CN(C)C)[C@@H](C)CN([C@H](C)CO)C(=O)c2cc(NC(=O)NC3CCCCC3)ccc2O1
(34) CC1(C(=O)NS(=O)(=O)c2ccccc2Cl)CCN1C(=O)Cc1cc(F)ccc1F (centres undefined)
(35) N=c1c2ccccc2nc2n1CCCCCCC2
(36) O=C(Nc1ccc(F)cc1)c1ccc(Cn2cnnn2)cc1
(37) CCN(CC)S(=O)(=O)c1ccc(Cl)c(C(=O)NCc2ccco2)c1
(38) O=C(Cn1c(=O)c2c3c(sc2n(Cc2ccccc2)c1=O)CCCC3)NCCO
(39) CCOc1ccc2nc(N3C(=O)/C(=C/c4ccccc4)NC3=S)sc2c1
(40) Cc1ccc(-n2c(N)c(C(=O)NCc3cccnc3)sc2=S)cc1
assay / compound	33	34	35	36	37	38	39	40
ERAP1 inh	-1	-1	-4	-3	0	-1	1	5
FN deposit inh	·	·	-4	-2	1	-5	-4	·
S100A4 MyoIIA	-5	-2	-11	8	-5	-4	4	1
LGR2 inh	3	-7	19	-6	10	0	-19	3
EWS-Fli inh	-3	-4	-7	-10	-5	14	-45	·
PGC1a acetyl inh	8	8	1	·	·	2	·	-1
PAX8 reporter	-13	9	-12	-22	-4	-9	-158	·
PglD inh	1	-2	3	·	·	-3	·	2

(41) CSc1ccc(S(=O)(=O)Nc2c(C)cccc2C)cc1
(42) COCCN1C2=C(COC(C)(C)C2)C(=S)NC1c1ccccc1 (centres undefined)
(43) O=C(NC1CCCC1)c1c[nH]c2ccc(F)cc2c1=O
(44) COc1ccc(CN(C)C[C@@H]2OCc3cnnn3CCCC(=O)N([C@@H](C)CO)C[C@@H]2C)cc1
(45) CC(=O)N1[C@H](CO)[C@@H](c2ccc(C3=CCCC3)cc2)C12CN(C(=O)C1CC1)C2
(46) O=C1CSCC(=O)N1Cc1ccc(Cl)cc1Cl
(47) COC(=O)Cc1ccc(NC(=S)NNC(=O)C2CC2)cc1
(48) CCCS(=O)(=O)N1CCCC(C(=O)NCCCN2CCCC2=O)C1 (centres undefined)
assay / compound	41	42	43	44	45	46	47	48
ERAP1 inh	·	·	·	0	1	-1	2	-1
FN deposit inh	-3	0	-4	-4	·	-5	-8	·
S100A4 MyoIIA	·	-4	·	1	10	-3	-6	-4
LGR2 inh	2	-5	·	17	-1	-6	-2	-4
EWS-Fli inh	·	4	·	3	2	9	4	·
PGC1a acetyl inh	-11	·	-17	5	1	-2	-15	·
PAX8 reporter	·	-2	5	-16	-5	0	11	·
PglD inh	-4	·	-5	4	·	-2	-2	6

(49) O=C(NCCC(=O)N1CCCC(C(F)(F)F)C1)c1ccccc1Cl (centres undefined)
(50) CCC(=O)NC(c1cc(Cl)c2ccccc2c1O)C(C)C (centres undefined)
(51) C[C@H](CO)N1C[C@H](C)[C@@H](CN(C)Cc2ccc(Cl)c(Cl)c2)OCCCC[C@H](C)Oc2ccc(NS(=O)(=O)c3ccc(F)cc3)cc2C1=O
(52) C[C@@H]1CN([C@@H](C)CO)C(=O)c2cc(NC(=O)NC3CCCCC3)ccc2O[C@@H]1CN(C)Cc1ccc2c(c1)OCO2
(53) NC(=O)NC(=O)CSc1nc2sc(-c3ccccc3)cc2c(=O)n1-c1ccccc1
(54) COc1ccc(C(=O)NN/C(C)=C/C(=O)C(F)(F)C(F)(F)C(F)(F)F)cc1
(55) COc1ccc(S(=O)(=O)Nc2ccccn2)cc1C(=O)Nc1ccccc1
(56) CCN(CC)c1ccc(/C=N/NC(=S)NCc2ccco2)cc1
(57) COc1ccc(-c2[nH]n(-c3ccc([N+](=O)[O-])cc3)c(=O)c2C=NCc2ccc(F)cc2)cc1
(58) O=C(CSc1nc(C2CC2)nc2ccccc12)Nc1ccccc1
assay / compound	49	50	51	52	53	54	55	56	57	58
ERAP1 inh	1	·	3	3	-4	9	-6	-2	-4	0
FN deposit inh	6	-1	-4	·	·	3	-3	1	-1	-2
S100A4 MyoIIA	-6	-8	-4	4	-4	-2	-3	0	-10	-1
LGR2 inh	-2	13	23	-2	18	13	1	4	·	6
EWS-Fli inh	0	-6	10	3	-8	6	2	-3	1	-9
PGC1a acetyl inh	·	·	10	1	3	·	·	·	5	3
PAX8 reporter	1	1	105*	3	-3	-17	14	17	-11	14
PglD inh	-2	6	4	0	-6	·	1	·	4	-3
